From PubChem BioAssay
EPAC1 antagonist – blocks human EPAC1 exchange factor; Potency, µM (series often up to 115 µM), for the others: at the top dose activity change, negative = inhibition, usual class: inhibitors; EPAC1 GEF assay, Rap1b-BODIPY-GDP exchange fluorescence; O95398; AID 720709; hit rate 0.14% among 360,000;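 also: potency is read from the fitted curve at half-maximal effect; plate controls were vehicle for no effect and positive control for full effect; nearly all actives have a fitted effect of over 50% in size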
PLK1 PBD block – PLK1 (human) polo-box domain binding inhibition | P53350 | hit rate 2.8% among 360,000 | Potency, µM, for inactives: max response, negative = inhibition, usual class: inhibitors | Plk1 PBD binding of FITC phosphopeptide, fluorescence polarization | AID 720504; also: potency is read from the fitted curve at half-maximal effect; series mostly up to about 57 µM; % is scaled to controls: 0 for no effect and ±100 for the full control effect; nearly all actives have a fitted effect of over 65% in size
CCT chaperon mod – changes cytosolic chaperonin activity. purified chaperonin ATPase assay, HTRF ADP detection, 30 min. activity change, % (no concentration beside the values), hits read low. hit rate 0.3% among 360,000. AID 651819; in the data active = activity change below about -30%; also: % is scaled to controls: 0 for no effect and ±100 for the full control effect
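TRiC at 40 or 20 nM final (batch-dependent) in 30 mM Tris pH 7.4, 100 mM KCl, 5 mM MgCl2, 1 mM DTT, with compound at single 76 uM and 10 uM ATP, 30 min at 37 deg C. ADP detected by HTRF Transcreener, 665/615 ratio.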
PI5P4K alpha inh – PI5P4K alpha (human) kinase inhibition; P48426; PI5P4Kalpha enzyme, ADP-Glo luminescence, 60 min; stronger effect = lower value; max response, %; hit rate 1.2% among 330,000; active = max response of -50% or lower; inconclusive = between -30% and -50%; inactive = -30% or higher; also: value at the top dose of about 77 µM; % is scaled to controls: 0 for no effect and ±100 for the full control effect
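Enzyme plus substrate dispensed, test compounds pinned in, then ATP (5 microM final) added. After 60 min at RT, ADP-Glo reagent 1 for 45 min and reagent 2 for 30 min preceded luminescence imaging.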
MmCpn inh – inhibitors of Methanococcus maripaludis chaperonin (MmCpn). purified Mm-Cpn ATPase, ADP Transcreener TR-FRET. hit rate 0.031% among 330,000. Potency, µM (top dose mostly 76.9 µM), for inactives: top-dose activity, negative = inhibition, hits mostly inhibitors; also: potency is read from the fitted curve at half-maximal effect; % is scaled to controls: 0 for no effect and ±100 for the full control effect; nearly all actives have a fitted effect of over 80% in size
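Reaction buffer contained 30 mM Tris pH 7.4, 100 mM KCl, 5 mM MgCl2 and 1 mM DTT. Mm-CPN (25 nM final) hydrolysed 10 uM ATP over 30 min at 37°C; ADP was read by HTRF.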
EPAC2 antag – EPAC2 (human) antagonism; Potency, µM (doses to about 114 µM), for inactives: at the highest dose activity, negative = inhibition, most hits filed as inhibitors; EPAC2 GEF exchange of Rap1B-BODIPY-GDP, fluorescence; hit rate 0.18% among 360,000; also: potency is read from the fitted curve at half-maximal effect; % is scaled to controls: 0 for no effect and ±100 for the full control effect; nearly all actives have a fitted effect of over 45% in size; many of its hits are not listed in these tables
Target sequence (Q8WZA2 whole entry, looked up): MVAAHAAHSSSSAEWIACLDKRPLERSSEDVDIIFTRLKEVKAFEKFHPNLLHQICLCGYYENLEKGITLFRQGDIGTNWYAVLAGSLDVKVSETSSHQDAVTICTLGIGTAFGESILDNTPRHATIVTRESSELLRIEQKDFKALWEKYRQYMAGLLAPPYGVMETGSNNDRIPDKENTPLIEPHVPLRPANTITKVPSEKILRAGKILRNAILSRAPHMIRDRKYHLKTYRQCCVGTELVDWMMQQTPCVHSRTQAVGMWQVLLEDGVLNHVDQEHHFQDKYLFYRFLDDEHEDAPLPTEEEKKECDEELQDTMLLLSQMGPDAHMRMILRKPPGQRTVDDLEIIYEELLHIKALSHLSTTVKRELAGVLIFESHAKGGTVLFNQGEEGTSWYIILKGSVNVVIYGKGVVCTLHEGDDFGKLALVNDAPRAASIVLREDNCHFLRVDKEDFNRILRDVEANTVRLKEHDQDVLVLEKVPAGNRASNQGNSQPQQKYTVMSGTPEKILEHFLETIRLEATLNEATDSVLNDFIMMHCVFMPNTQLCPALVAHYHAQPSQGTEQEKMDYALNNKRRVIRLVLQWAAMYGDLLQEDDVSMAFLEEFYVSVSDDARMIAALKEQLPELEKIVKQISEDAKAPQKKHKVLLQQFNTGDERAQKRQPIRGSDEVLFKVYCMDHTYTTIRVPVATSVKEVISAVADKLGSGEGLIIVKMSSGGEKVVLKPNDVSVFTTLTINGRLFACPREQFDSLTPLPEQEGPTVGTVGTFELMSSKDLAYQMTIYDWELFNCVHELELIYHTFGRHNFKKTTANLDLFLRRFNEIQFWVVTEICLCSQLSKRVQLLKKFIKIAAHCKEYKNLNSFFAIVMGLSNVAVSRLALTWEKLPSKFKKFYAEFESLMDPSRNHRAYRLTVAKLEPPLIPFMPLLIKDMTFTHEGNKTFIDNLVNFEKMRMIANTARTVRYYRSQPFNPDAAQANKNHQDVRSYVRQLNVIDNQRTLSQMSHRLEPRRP
WRN helicase inh – WRN helicase (human) inhibition; Q14191; WRN helicase unwinding, fluorescent forked duplex, kinetic; Potency, µM (series often up to 114 µM), inactives show at the top dose activity change, negative = inhibition, hits mostly inhibitors; hit rate 0.46% among 360,000; AID 651768; also: potency is read from the fitted curve at half-maximal effect; % is scaled to controls: 0 for no effect and ±100 for the full control effect; nearly all actives have a fitted effect of over 55% in size
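Fluorescence dequenching readout, ex 525 nm/em 598 nm, kinetic mode: forked duplex DNA (100 nM final) with adjacent fluorophore and quencher unwound by WRN (20 nM final) with 2 mM ATP. Compound preincubation 15 min, room temperature.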
EPAC1 agonist – agonists of human EPAC1; O95398; EPAC1 agonist qHTS, biochemical assay; response scale: 100% = response to 6.5 mM cAMP; Potency, µM (doses to about 154 µM), without a hit: top-dose activation, hits mostly activators; hit rate 0.073% among 360,000; also: potency is read from the fitted curve at half-maximal effect; nearly all actives have a fitted effect of over 60% in size
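Nucleotide exchange assay: 100 nM EPAC1 with 250 nM Rap1B loaded with BODIPY-GDP and 50 uM GDP, room temperature. Fluorescence (480/540 nm) read every 5 min for 30 min; signal change normalized to 6.5 mM cAMP as full agonist.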
The depositor's hits bear a star; ? = inconclusive; . = no result given. Unless noted, calls follow the shape of the dose curve; as a rule, active = well fitted curve in the direction sought with a large enough effect; inconclusive = small, poorly fitted or top-dose-only effect, or another doubt; inactive = no such curve, though single readings can be large; an effect the other way counts as inactive or inconclusive. The list is partial, so the mix of outcomes need not match the whole.

SMILES	EPAC1 antagonist	PLK1 PBD block	CCT chaperon mod	PI5P4K alpha inh	MmCpn inh	EPAC2 antag	WRN helicase inh	EPAC1 agonist
O=C(O)c1ccc(C2SCC(=O)N2Cc2ccco2)cc1 (centres undefined)	1.9%	-1.0%	-1.0	1.9	0.1%	9.4%	-0.8%	1.5%
Cn1c(=O)cc(N2CCN(C(=O)c3ccco3)CC2)[nH]c1=O	?	-3.1%	0.6	-5.4	2.7%	8.8%	3.9%	-18.8%
O=C1CCCN1CCC(=O)N1CCCC(Nc2ccc(F)cc2)C1 (centres undefined)	5.9%	-0.3%	1.2	3.7	-3.3%	4.9%	-6.1%	0.9%
COc1cccc2sc(N(C)c3ccccc3)nc12	-2.3%	0.9%	0.6	.	-0.2%	-3.8%	-8.3%	7.9%
COc1ccc(OC)c(NC(=O)C2CC(C)=C(C)CC2C(=O)O)c1 (centres undefined)	-7.1%	-3.8%	-0.4	.	-0.4%	-3.5%	11.1%	9.3%
CC(O)CNc1nc2c(c(=O)n(Cc3ccc(Cl)c(Cl)c3)c(=O)n2C)n1C (centres undefined)	-22.6%	-16.9%	-0.4	1.3	0.6%	-21.7%	-8.4%	-4.2%
Cc1ccc(SCC(=O)NC(=O)NCc2ccco2)c(C)c1	-4.2%	?	-1.4	?	0.4%	4.3%	?	7.7%
O=S(=O)(NCCN1CCOCC1)c1ccc2c(c1)OCCO2	?	-11.5%	-0.4	4.7	-0.1%	?	-14.4%	-2.9%
CCCC(C(=O)NC1CCCCC1)N(Cc1ccco1)C(=O)CNS(=O)(=O)c1ccccc1 (centres undefined)	-15.4%	-11.8%	-3.1	2.4	0.5%	-4.3%	3.1%	2.4%
Cc1cc(C(=O)NC2CCCc3c2cnn3-c2ccc(C)c(C)c2)nc(C)n1 (centres undefined)	-22.9%	0.5%	-3.1	-3.3	-3.2%	-8.8%	1.6%	-4.7%
NNC(=O)Cn1c(SCc2ccccc2)nc2ccccc21	-19.6%	-4.0%	-1.0	4.4	1.6%	-1.9%	-4.0%	-0.2%
O=C(OCc1c(-c2ccccc2)ncc2ccccc12)c1cccs1	-18.8%	-24.9%	-1.1	1.9	-3.6%	?	-8.6%	-12.6%
COC(=O)c1ccc2c(=O)n(CC3CCCO3)c(SCC(=O)Nc3ccccc3OC)nc2c1 (centres undefined)	-9.7%	-3.3%	-0.4	17.4	0.5%	0.8%	-8.0%	0.7%
COCCNC(=O)C1(C)CCCN(CCC(=O)c2ccc(Br)cc2)C1 (centres undefined)	-6.3%	9.47µM*	-0.1	-22.2	.	-1.5%	-19.7%	11.4%
CN(C(=O)COC(=O)c1ccccc1NCc1ccco1)c1c(N)n(Cc2ccccc2)c(=O)[nH]c1=O	4.9%	-2.1%	2.4	3.3	-0.9%	2.9%	-10.3%	-2.0%
Cc1cc(-c2ccccc2)nc(SCc2ccc(C(=O)O)cc2)n1	-25.9%	-13.4%	0.7	-5.0	0.6%	3.0%	9.0%	9.9%
COc1cccc(N(C(=O)Cn2nnc(-c3ccc(C)o3)n2)C(C(=O)NC(C)(C)C)c2cccs2)c1 (centres undefined)	12.1%	-12.7%	0.7	0.3	-0.7%	11.4%	-11.5%	-22.4%
Cc1nn(CC(=O)NCCCN2CCCC2=O)c(C)c1[N+](=O)[O-]	-3.5%	-4.7%	-0.7	-1.9	-2.2%	10.2%	-18.0%	3.4%
Cc1cc(C(=O)COc2cccnc2[N+](=O)[O-])c(C)n1Cc1ccco1	-9.3%	-0.1%	-2.2	-6.7	1.7%	-0.1%	3.3%	0.6%
CCOc1ccc(C(=O)NCC(c2cccs2)N(C)C)cc1OCC (centres undefined)	-8.0%	2.6%	2.7	4.9	-0.3%	7.9%	5.3%	0.7%
O=C(CCCOc1ccc(Cl)cc1Cl)NCCc1ccccn1	-19.6%	7.0%	-0.7	0.1	0.1%	-7.0%	-7.1%	-6.2%
O=C(CCN1CCOCC1)Nc1c(-c2ccccc2)c2cc(Br)ccc2[nH]c1=O	-14.3%	-6.7%	-2.0	.	4.3%	0.5%	-0.6%	3.8%
C[C@H](NC(=O)c1ccccc1)C(=O)N1CCN(Cc2ccc3c(c2)OCO3)CC1	15.5%	-3.3%	0.5	9.6	1.3%	-2.1%	1.4%	5.2%
N#CC(=C=[N-])c1nc2ccccc2nc1-[n+]1cccc(NC(=O)c2cccs2)c1	-6.5%	-4.5%	0.0	-12.9	1.4%	0.8%	4.3%	-9.9%
CC(=O)Nc1nc2ccccc2[nH]1	16.9%	-2.0%	0.7	0.4	-0.5%	8.9%	15.9%	-9.7%
Cn1ccc2c(-c3ccc(CO)cc3)cc3c(c21)C1CCC3C1 (centres undefined)	-18.3%	-0.2%	1.3	-3.2	.	3.5%	-11.7%	0.0%
CCc1ccc2[nH]c(C(=O)Nc3ccc4c(c3)OCO4)cc2c1	10.7%	-16.5%	-0.2	-12.7	-5.5%	18.9%	-22.0%	5.7%
CC1CCN(CCNC(=O)C2CCCN(c3ncnc4c3nc3n4CCCCC3)C2)CC1 (centres undefined)	-12.5%	-1.5%	-2.2	4.0	0.0%	5.6%	7.4%	1.9%
CCOC(=O)N/N=C\c1ccc(-c2cc(Cl)ccc2Cl)o1	7.4%	0.1%	-5.1	9.2	1.3%	5.2%	-12.2%	-7.4%
CCCC(=O)OCC(=O)Nc1ccc2[nH]c(=O)[nH]c2c1	-5.1%	-6.3%	-2.0	-12.4	-0.1%	5.2%	-26.3%	5.7%

Whole records as entered above. Order of values: EPAC1 antagonist, PLK1 PBD block, CCT chaperon mod, PI5P4K alpha inh, MmCpn inh, EPAC2 antag, WRN helicase inh, EPAC1 agonist
Cn1ccc2c(-c3ccc(CO)cc3)cc3c(c21)C1CCC3C1 (centres undefined) reads -18.3%, -0.2%, 1.3, -3.2, ., 3.5%, -11.7%, 0.0%
CC1CCN(CCNC(=O)C2CCCN(c3ncnc4c3nc3n4CCCCC3)C2)CC1 (centres undefined) reads -12.5%, -1.5%, -2.2, 4.0, 0.0%, 5.6%, 7.4%, 1.9%
CCCC(=O)OCC(=O)Nc1ccc2[nH]c(=O)[nH]c2c1 reads -5.1%, -6.3%, -2.0, -12.4, -0.1%, 5.2%, -26.3%, 5.7%
O=C(CCN1CCOCC1)Nc1c(-c2ccccc2)c2cc(Br)ccc2[nH]c1=O reads -14.3%, -6.7%, -2.0, ., 4.3%, 0.5%, -0.6%, 3.8%
N#CC(=C=[N-])c1nc2ccccc2nc1-[n+]1cccc(NC(=O)c2cccs2)c1 reads -6.5%, -4.5%, 0.0, -12.9, 1.4%, 0.8%, 4.3%, -9.9%

(continued)
SMILES	EPAC1 antagonist	PLK1 PBD block	CCT chaperon mod	PI5P4K alpha inh	MmCpn inh	EPAC2 antag	WRN helicase inh	EPAC1 agonist
CC(=O)Nc1ccc(Sc2ncccc2C(=O)Nc2ccc(F)cc2)cn1	9.7%	-25.2%	-1.6	.	-1.4%	4.1%	-1.6%	1.4%
CCC(=O)Nc1ccc(C(=O)CN2C(=O)NC3(CCOc4ccccc43)C2=O)cc1 (centres undefined)	-28.6%	-8.6%	-0.5	5.2	-1.5%	-2.8%	-0.7%	0.4%
COc1ccc(C2C(C(C)=O)=C(O)C(=O)N2c2nccs2)cc1 (centres undefined)	-0.1%	-8.5%	-1.3	-1.5	.	7.2%	-1.4%	-8.4%
COc1ccc(C2C(C(=O)c3ccco3)=C(O)C(=O)N2CCN2CCOCC2)c(OC)c1 (centres undefined)	-30.4%	-15.9%	-2.1	9.2	1.0%	-6.5%	-10.9%	-4.9%
Cc1nc2cc(NC(=O)c3ccc([N+](=O)[O-])s3)ccc2s1	-9.1%	6.5%	0.0	-8.9	1.1%	8.5%	?	-11.5%
Cc1cc(N2CCN(C)CC2)ccc1NC(=O)c1ccc(-c2ccc(Cl)cc2)o1	-17.2%	-20.6%	-6.1	-1.9	0.4%	-17.4%	-4.4%	8.9%
Cn1c(C(=O)N2CCN(c3nc4ccccc4s3)CC2)cc2sccc21	8.5%	-11.5%	-5.5	.	-16.5%	7.9%	5.9%	7.8%
O=C1CC(c2ccco2)CC(O)=C1C=Nc1ccc(Br)cc1 (centres undefined)	7.4%	4.0%	-2.5	-19.6	1.5%	-2.0%	-22.0%	10.2%
O=S(=O)(NCCc1nc2ccccc2[nH]1)c1ccccc1	-13.3%	-16.9%	0.0	-23.3	.	0.4%	-6.3%	-2.6%
CCN(CC(=O)Nc1ccc2c(c1)OCCO2)CC(=O)Nc1ccccc1C(F)(F)F	0.8%	0.4%	-1.6	-6.9	-9.8%	-2.2%	?	9.3%

Pulled by structure from the entries so far, two records:
SMILES	EPAC1 antagonist	PLK1 PBD block	CCT chaperon mod	PI5P4K alpha inh	MmCpn inh	EPAC2 antag	WRN helicase inh	EPAC1 agonist
O=S(=O)(NCCc1nc2ccccc2[nH]1)c1ccccc1	-13.3%	-16.9%	0.0	-23.3	.	0.4%	-6.3%	-2.6%
CCC(=O)Nc1ccc(C(=O)CN2C(=O)NC3(CCOc4ccccc43)C2=O)cc1 (centres undefined)	-28.6%	-8.6%	-0.5	5.2	-1.5%	-2.8%	-0.7%	0.4%

The list continues.
SMILES	EPAC1 antagonist	PLK1 PBD block	CCT chaperon mod	PI5P4K alpha inh	MmCpn inh	EPAC2 antag	WRN helicase inh	EPAC1 agonist
Cc1ccc(NS(=O)(=O)c2cc(C(=O)Nc3cccc(N(C)S(C)(=O)=O)c3)ccc2C)c(C)c1	-11.8%	-10.5%	-1.0	-5.2	-0.1%	-11.7%	-4.0%	2.7%
O=S(=O)(NC1CCCCC1)c1ccc(-c2csnn2)s1	-9.1%	-11.6%	0.6	-1.5	0.1%	-2.6%	-0.8%	0.0%
Cc1ccc(-n2nc(C)c3c(C)c(CCC(=O)NCc4ccccc4)c(C)nc32)cc1	9.5%	4.1%	-0.1	3.0	-1.1%	5.3%	4.8%	-0.9%
CCOC(=O)c1[nH]c2ccc(C(=O)OC)cc2c1C(=O)OCC	-9.6%	5.8%	-0.3	-0.6	-1.5%	-9.6%	0.3%	-7.9%
COc1cccc(C(=O)NCC2CCCN(C(=O)c3ccc(C=O)cc3)C2)c1OC (centres undefined)	3.6%	1.9%	-1.8	-3.3	-5.1%	-5.3%	-14.4%	-0.3%
CSc1snnc1-c1ccccc1	-14.2%	-13.8%	-0.7	0.6	-5.9%	-14.8%	-4.2%	8.7%
CCn1c2c(c3cc(C(=O)O)ccc31)CCCC2=O	-21.5%	29.9µM*	-2.1	-18.3	-4.1%	-5.0%	-3.9%	4.3%
O=S1(=O)[C@H]2C[C@@H]3C=C[C@@]2(CN1Cc1ccccc1F)O3	3.3%	2.3%	-1.4	-3.2	0.1%	0.7%	6.0%	-5.4%
